Source: PubChem
hIAP block = human IAP inhibitors, primary screen, biochemical, luminescence, uHTS; actives 0.12% (n = 330,000); inhibition, % at 10 µM; purified IAP, CDP-Star luminescence, 30 min; AID 2544, 2010; Intestinal-type alkaline phosphatase (Homo sapiens), P09923;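 active = inhibition reaching a set limit with compound at 10 µM in the primary screen, cut at about 35% in these data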;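 also: plate controls were DMSO wells with enzyme for no effect and no-enzyme buffer wells for full effect; values of inactives mirror those of a sister screen read the other way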
HKDC1 inh = HKDC1 hexokinase inhibitors, primary screen, biochemical, fluorescence, uHTS; recombinant HKDC1, G6PDH/diaphorase resazurin coupled fluorescence; inhibition, % at 20 µM; actives 0.16% (n = 340,000); AID 493160, 2011;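 active = inhibition above about 35% when tested at 20 µM, limit read from the data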;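 also: plate controls were DMSO wells with enzyme for no effect and DMSO wells lacking enzyme for full effect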
Target sequence (Q2TB90 whole entry, looked up): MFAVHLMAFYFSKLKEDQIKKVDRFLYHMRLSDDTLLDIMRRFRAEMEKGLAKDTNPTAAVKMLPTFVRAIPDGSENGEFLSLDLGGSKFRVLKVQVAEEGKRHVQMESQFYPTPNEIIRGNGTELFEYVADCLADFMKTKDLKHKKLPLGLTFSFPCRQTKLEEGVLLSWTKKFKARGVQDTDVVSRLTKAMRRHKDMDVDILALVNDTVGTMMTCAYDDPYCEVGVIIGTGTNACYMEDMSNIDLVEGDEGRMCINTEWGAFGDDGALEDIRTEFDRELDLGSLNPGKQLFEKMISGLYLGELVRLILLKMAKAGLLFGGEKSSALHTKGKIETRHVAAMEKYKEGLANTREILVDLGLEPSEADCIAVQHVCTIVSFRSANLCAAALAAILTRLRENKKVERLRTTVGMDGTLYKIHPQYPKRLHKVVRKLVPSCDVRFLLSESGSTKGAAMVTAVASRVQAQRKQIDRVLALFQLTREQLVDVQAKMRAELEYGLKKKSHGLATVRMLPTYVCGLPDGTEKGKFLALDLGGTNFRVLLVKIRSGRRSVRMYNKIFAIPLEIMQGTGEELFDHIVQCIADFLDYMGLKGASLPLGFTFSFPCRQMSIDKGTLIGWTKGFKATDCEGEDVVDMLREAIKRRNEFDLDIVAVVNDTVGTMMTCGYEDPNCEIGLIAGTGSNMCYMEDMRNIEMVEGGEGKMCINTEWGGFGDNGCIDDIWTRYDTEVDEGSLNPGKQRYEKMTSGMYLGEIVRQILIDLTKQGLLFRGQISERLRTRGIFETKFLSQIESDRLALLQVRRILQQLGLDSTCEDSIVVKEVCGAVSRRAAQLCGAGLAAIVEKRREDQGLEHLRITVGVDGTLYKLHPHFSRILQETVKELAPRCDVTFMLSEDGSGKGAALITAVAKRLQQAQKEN
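Test system: HK5 enzyme. Quantity: 5 µg/mL HK5 final. Reagent: glucose and ATP substrates. Schedule: 90 min reaction incubation at room temperature, dark. Technique: resazurin-to-resorufin fluorescence via G6PDH and diaphorase coupling, 525/613 nm. Control set: DMSO wells with and without enzyme mix.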
mIAP activ = activators of mouse IAP, primary screen, biochemical, luminescence, uHTS. intestinal alkaline phosphatase [Mus musculus]. muIAP, CDP-Star luminescence, 30 min; active compounds read high; 1 = vehicle-only enzyme signal, 0 = enzyme-free wells. activation factor at 10 µM. actives 0.24% (n = 330,000);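 active = activation factor of at least 2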; also: the source names both 10 and 20 µM as test concentration; values of inactives mirror those of a sister screen read the other way
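System: mouse IAP enzyme. Reagent: CDP-Star chemiluminescent phosphatase substrate. Benchmarks: DMSO wells, no-enzyme wells. Times: 30 min enzyme-substrate-compound incubation at room temperature. Detection: luminescence from enzymatic CDP-Star hydrolysis. Doses: test compounds delivered from DMSO solution.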
hIAP activ = human IAP activators, primary screen, biochemical, luminescence, uHTS | Intestinal-type alkaline phosphatase (Homo sapiens), P09923 | purified human IAP, CDP-Star luminescence, 30 min; active compounds read high; 1 = vehicle-only enzyme, 0 = enzyme-free background | activation factor at 10 µM | actives 0.16% (n = 330,000);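 active = activation factor of the enzyme at least 2-fold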; also: the source names both 10 and 20 µM as test concentration; values of inactives mirror those of a sister screen read the other way
ATG4B inh = ATG4B protease inhibitors, primary screen, biochemical, fluorescence, uHTS; Cysteine protease ATG4B (Homo sapiens), Q9Y4P1; ATG4B cleavage of LC3-PLA2, NBD-HPC fluorescence, 1 h; inhibition, % at 8.33 µM; actives 0.51% (n = 340,000); AID 504462, 2011; in the data active = inhibition above about 40%
mIAP inh = inhibitors of mouse IAP, primary screen, biochemical, luminescence, uHTS | inhibition, % at 10 µM | AID 2806, 2010 | actives 0.2% (n = 330,000) | purified mouse IAP, CDP-Star luminescence, 30 min;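 active = inhibition of at least 40% at 10 µM in the primary screen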;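 also: plate controls were DMSO with enzyme for no effect and no enzyme wells for full effect; values of inactives mirror those of a sister screen read the other way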
PfG6PD inh = PfG6PD enzyme inhibitors, primary screen, biochemical, fluorescence intensity, uHTS | glucose-6-phosphate dehydrogenase-6-phosphogluconolactonase (Plasmodium falciparum 3D7) | PfGluPho enzyme, NADPH resazurin-diaphorase fluorescence | inhibition, % at 20 µM | actives 0.78% (n = 350,000) | AID 504690, 2011;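 active = inhibition reaching at least a set limit at 20 µM in the primary screen, cut at about 59% in these data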;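 also: 0% = DMSO wells with substrate and 100% = DMSO wells lacking glucose-6-phosphate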
A3A deaminase = APOBEC3A ssDNA deaminase inhibitors, primary screen, selectivity assay for APOBEC3G inhibitor project, biochemical, FAM/TAMRA oligo cleavage fluorescence | recombinant A3A, FAM/TAMRA ssDNA deamination fluorescence | actives 0.41% (n = 330,000) | DNA dC->dU-editing enzyme APOBEC-3A (Homo sapiens), P31941 | inhibition, % at 20 µM | AID 493011, 2011;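 active = at least 40% inhibition at 20 µM here, with at most 30% in a related deaminase screen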;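 also: plate controls were A3A with DMSO for no effect and wells lacking A3A enzyme for full effect; some results filed as inactive read as strong as hits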
Target sequence (P31941 whole entry, looked up): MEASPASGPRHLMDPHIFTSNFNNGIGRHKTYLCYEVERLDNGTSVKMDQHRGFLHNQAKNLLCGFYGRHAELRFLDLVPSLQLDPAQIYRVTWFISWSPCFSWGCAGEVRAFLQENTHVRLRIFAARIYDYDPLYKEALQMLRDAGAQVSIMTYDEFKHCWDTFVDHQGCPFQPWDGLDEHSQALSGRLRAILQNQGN
* hit, by the source's call; . = no result given.

SMILES	hIAP block	HKDC1 inh	mIAP activ	hIAP activ	ATG4B inh	mIAP inh	PfG6PD inh	A3A deaminase
CCCCOC(=O)CSCC(=O)Nc1cc(C)on1	17.8	1.2	1.02	0.822	3.1	-2.5	-6.5	-6.0
O=C(O)CCc1ccc(-c2ccc(Cl)cc2)o1	2.7	-0.5	1.01	0.973	4.1	-1.0	-11.1	0.3
CC1(C)CC(O)(CCNCc2ccc3c(c2)OCO3)CCO1 (stereo not given)	-5.2	-1.3	0.973	1.05	-9.5	2.7	-8.6	0.1
COc1cccc(NC(=O)CSc2nnc(C)s2)c1	-24.8	-3.9	1	1.25	-7.5	0.0	3.1	-2.1
CCC(C)(C)n1nnnc1CN(Cc1cc2cc(OC)c(OC)cc2[nH]c1=O)C1CCCC1	-10.4	-5.1	0.958	1.1	-2.6	4.2	2.3	-2.3
COc1ccc(CCNCc2ccccc2N2CCCC2)cc1	-2.7	-0.1	1.04	1.03	11.8	-4.3	-17.1	-4.3
CN(C)c1ccc(CN2CCCCCC2)cc1	10.6	6.0	0.918	0.894	3.5	8.2	-17.6	-4.9
O=S(=O)(NCc1cc(-c2ccccc2)no1)c1ccccc1Cl	13.6	-5.2	0.98	0.864	4.1	2.0	4.0	0.4
CCOc1ccc(S(=O)(=O)NN=C2CCN(C(C)=O)CC2)cc1	-6.8	-7.8	1.06	1.07	1.9	-5.7	-10.8	-6.9
COc1cc(C(=O)Nc2sc3c(c2C#N)CCN(C(C)=O)C3)cc(OC)c1OC	11.8	2.5	0.994	0.882	0.5	0.6	5.8	-5.6
Cc1ccc(/C=C2\C(=O)ON=C2c2ccccc2)o1	-11.4	-5.2	1.02	1.11	2.4	-1.8	8.9	-1.9
COC(=O)c1ccc(NC(=O)c2ccccc2NS(C)(=O)=O)cc1	5.8	3.0	0.964	0.942	4.4	3.6	-14.1	-0.4
CC1(C)CC(=O)C2=C(C1)N(CC1CCCO1)C(=O)C2(NC(=O)c1cccnc1)C(F)(F)F (stereo not given)	-7.9	-2.8	1.13	1.08	2.2	-13.1	-11.5	2.8
CNC(=O)c1ccccc1S(=O)c1ccccc1COC(C)=O (stereo not given)	-2.5	-6.9	1.07	1.02	-0.1	-6.6	-2.7	0.7
O=C1CCCN2N=C(SCC(=O)Nc3nccs3)SC2=N1	4.9	-9.5	1.05	0.951	7.2	-5.1	-12.4	-3.5
COc1cc(OC)cc(C(=O)N[C@H](C(=O)Nc2nc(-c3ccc(F)c(F)c3)cs2)C(C)C)c1	4.1	-5.7	1.1	0.959	-10.2	-10.1	-8.9	-1.7
CC(C)OC(=O)CCC(=O)Nc1nc2ccccc2s1	-0.2	-5.6	0.998	1	0.7	0.2	-0.4	0.1
O=C(c1ccccc1)N1CCN(C(=O)C2CC2)CC1	-9.7	3.0	0.988	1.1	-8.3	1.2	-4.8	-1.7
O=C(O)c1cccc(NC(=O)c2ccc3c(c2)C(=O)N(CC2CCCO2)C3=O)c1 (stereo not given)	-7.0	-1.2	1.05	1.07	-1.4	-5.0	-1.4	1.7
CC(C)(C)c1nc(NCC2CCCO2)c2nnn(Cc3ccccc3)c2n1 (stereo not given)	-3.8	-2.7	0.946	1.04	4.8	5.4	28.7	4.1
Cc1cc(=O)oc2cc(OCC(=O)NCCc3c[nH]c4ccc(F)cc34)ccc12	-12.6	-5.8	1.06	1.13	4.0	-5.7	-2.6	-5.5
CCN(CC)c1ccc(NC(=S)Nc2ccc(F)cc2)cc1	8.6	-5.3	0.845	0.914	-0.7	15.5	43.0	-4.6
O=C(N/N=C/c1ccc(Cl)c([N+](=O)[O-])c1)c1cc(-c2ccc3c4c(cccc24)CC3)n[nH]1	-37.5	-6.2	0.906	1.38	-7.9	9.4	-1.5	5.7
CC1CC(=O)NN1C(=O)c1ccccc1 (stereo not given)	14.1	-2.3	0.968	0.859	-0.9	3.2	11.8	-4.8
CCOC(=O)C1CCN(c2cc(=O)n(C3CCCCC3)c(=O)[nH]2)CC1	-5.7	3.4	0.962	1.06	4.2	3.8	-2.9	-0.3
SMILES	hIAP block	HKDC1 inh	mIAP activ	hIAP activ	ATG4B inh	mIAP inh	PfG6PD inh	A3A deaminase
O=C(Nc1cccn(Cc2ccc(F)cc2)c1=O)NC1CCCCC1	-1.7	3.1	0.965	1.02	1.8	3.5	-3.3	-6.8
COC(=O)c1c(CSc2ccc(Cl)cc2)noc1C(=O)NCc1ccco1	-1.0	7.5	0.971	1.01	-8.8	2.9	4.5	-2.6
O=C(NC1CCCCCCC1)c1ccc(CNc2c(N3CCOCC3)c(=O)c2=O)cc1	11.2	-2.9	0.903	0.888	-9.9	9.7	7.6	-1.8
Cc1cc(NC(=O)C(C)Sc2nc(-c3ccccc3)cc(=O)[nH]2)no1 (stereo not given)	-7.4	-4.0	1.05	1.07	2.5	-5.3	-8.3	-1.5
COc1ccccc1C(=O)NC(=O)COC(=O)C1CC1	1.8	0.6	1.07	0.982	2.3	-7.2	-8.2	-2.5
O=C(NC1=NCCS1)c1cc2ccccc2o1	-15.8	-5.1	0.974	1.16	9.2	2.6	-2.6	-0.2
Cc1ccc(CNC(=O)[C@@H]2CCC(=O)N2Cc2ccco2)cc1	1.8	-4.9	0.958	0.982	-9.0	4.2	-8.4	-2.0
CC(C)Cn1c(N)c(C(=O)COC(=O)c2cc(S(=O)(=O)N3CCOCC3)ccc2Br)c(=O)n(C)c1=O	-2.7	-1.1	0.959	1.03	-17.1	4.1	18.9	3.4
Cc1cc(NC(=O)/C=C/c2ccc(Br)cc2)no1	6.9	-6.6	1.1	0.931	-10.1	-10.4	23.9	-1.6
COc1ccc(O)c(C(=O)c2cnc3c(c2)c(C)nn3C)c1	7.5	-8.1	0.928	0.925	4.0	7.2	-0.8	-3.6
CC(=O)NC(Cc1c[nH]c2ccccc12)C(=O)O (stereo not given)	8.6	-5.4	0.935	0.914	1.4	6.5	-15.9	-1.0
COC(=O)c1c(SCc2ccc(C#N)cc2)nc(=O)[nH]c1C	-10.8	-11.9	0.973	1.11	-16.2	2.7	11.1	-1.3
NNC(=O)CN1C(c2cccc(Cl)c2)=Nc2ccc(Br)cc2C1c1ccccc1 (stereo not given)	8.9	2.5	0.984	0.911	-8.4	1.6	27.2	1.5
Cc1nc(-c2ccc3c(c2)OCCCO3)cs1	-14.0	-2.9	0.936	1.14	-2.4	6.4	10.8	-1.8
Cc1cc(C)n2nc(S(=O)(=O)NCCc3ccccc3)nc2n1	7.7	-1.9	0.938	0.923	3.2	6.2	-26.1	1.4
Cc1ccc(S(=O)(=O)Nc2ccc3c(c2)CC(=O)N([C@H](C)CO)C[C@@H](C)[C@H](CN(C)Cc2ccc(-c4ccccc4)cc2)O3)cc1	0.1	3.4	1.11	0.999	-15.0	-10.7	27.4	-0.1
COc1ccc(/C=N/N2CCN(c3ccccc3OC)CC2)cc1OC	10.3	4.7	0.977	0.897	-2.8	2.3	-1.2	-0.3
CCOC(=O)C(NC(C)=O)C(=O)O (stereo not given)	7.8	-14.2	0.949	0.922	-8.9	5.1	-14.1	-0.5
COC(=O)c1nn(-c2ccc(Oc3ccccc3)cc2)c(=O)cc1O	2.4	-7.4	0.88	0.976	12.3	12.0	-14.8	-0.1
CC(=O)C(C(C)=O)C1(O)C(=O)c2ccccc2C1=O	-7.0	-6.1	1.02	1.07	12.1	-2.0	-16.9	-2.0
Cc1ccccc1N1CCN(S(=O)(=O)CC23CCC(CC2=O)C3(C)C)CC1 (stereo not given)	-6.3	-5.3	0.959	1.06	32.4	4.1	3.6	1.6
COc1cc(C(=O)NCCc2ccc(S(N)(=O)=O)cc2)cc(OC)c1OC	4.6	-6.0	1.02	0.954	-7.2	-2.0	-1.5	3.9
Cc1csc(NC(=O)c2cccn2C)n1	-20.7	-1.9	1.03	1.21	3.0	-3.1	3.9	-3.8
Cc1cc(C(=O)O)ccc1-n1c(C)ccc1C	5.8	.	0.734	0.942	.	26.6	.	99.6
Cc1cnccc1CN(C)Cc1cn(C)nc1-c1cccc(Cl)c1	2.3	4.0	1.02	0.977	25.3	-1.6	-9.0	-3.8
SMILES	hIAP block	HKDC1 inh	mIAP activ	hIAP activ	ATG4B inh	mIAP inh	PfG6PD inh	A3A deaminase
CN(C(=O)CSCC(=O)Nc1ccc(Cl)cc1)C1CCCCC1	-16.1	-0.4	1.06	1.16	5.2	-5.8	-6.8	-1.2
COc1ccc(C(=O)N[C@H](C(=O)NCC2CCCCC2)C(C)C)cc1	-1.3	-1.3	1.14	1.01	-12.2	-14.4	0.1	-1.7
Cc1ccc(C(=O)NCC(=O)OCc2c(F)cccc2Cl)s1	6.5	-5.7	0.992	0.935	6.5	0.8	9.3	-4.2
O=C(Cc1ccc([N+](=O)[O-])cc1)OCc1c(F)cccc1Cl	4.3	3.3	0.991	0.957	-0.6	0.9	-2.8	-1.7
CCc1nc(=O)c(-c2ccccc2)c(C)n1-c1ccccc1	4.3	-2.8	1.03	0.957	-11.2	-2.7	10.9	-2.5
COc1ccc(C(=O)NCc2nnc(SCC(=O)N3CCOCC3)o2)cc1	0.4	-10.7	0.923	0.996	-0.8	7.7	9.5	0.6
Cc1ccc(S(=O)(=O)NCCC(=O)NCC(c2cccs2)N(C)C)cc1 (stereo not given)	13.3	-2.8	1.07	0.867	-1.7	-7.5	-5.6	-1.8
COc1ccc(NC(=O)C(=O)NNC(=O)c2cccs2)c(OC)c1	-30.3	-0.5	0.808	1.3	-3.2	19.2	-22.8	-1.2
COC(=O)c1ccc(C)c(NC(=O)Cn2c(C)csc2=O)c1	16.2	-3.4	0.866	0.838	-10.9	13.4	-3.1	15.7
Cc1ccc2cc(C#N)c(N3CCCN(S(=O)(=O)c4ccc(F)cc4)CC3)nc2c1	4.4	-0.8	1.01	0.956	-11.0	-1.0	13.4	-5.3
COCC(=O)N1CCC(n2nccc2NC(=O)CCOc2ccccc2)CC1	2.8	-7.9	1.02	0.972	-5.2	-2.0	24.6	-0.2
Cc1cccc(NC(=O)NC2(C(=O)NCc3ccco3)CCCCC2)c1	-17.8	-5.5	1.08	1.18	2.7	-7.8	-6.1	-1.4
CS(=O)(=O)c1cccc(C(=O)N(CCc2ccccc2)Cc2cccs2)c1	-0.2	-2.5	1.04	1	-9.9	-3.9	0.9	23.4
O=C(Nc1ccccc1)c1ccc(NC(=O)C2CC2)cc1	0.0	-0.9	1.02	1	-3.1	-1.7	5.7	0.9

3 entries from above, in markdown.
| Compound | hIAP block | HKDC1 inh | mIAP activ | hIAP activ | ATG4B inh | mIAP inh | PfG6PD inh | A3A deaminase |
| --- | --- | --- | --- | --- | --- | --- | --- | --- |
| O=C(NC1CCCCCCC1)c1ccc(CNc2c(N3CCOCC3)c(=O)c2=O)cc1 | 11.2 | -2.9 | 0.903 | 0.888 | -9.9 | 9.7 | 7.6 | -1.8 |
| Cc1cc(NC(=O)C(C)Sc2nc(-c3ccccc3)cc(=O)[nH]2)no1 (stereo not given) | -7.4 | -4.0 | 1.05 | 1.07 | 2.5 | -5.3 | -8.3 | -1.5 |
| O=C(Nc1ccccc1)c1ccc(NC(=O)C2CC2)cc1 | 0.0 | -0.9 | 1.02 | 1 | -3.1 | -1.7 | 5.7 | 0.9 |
